APP 5UTR inh: APP translation inhibition. inhibition, % at 2 µM. SH-SY5Y APP 5'UTR-luciferase reporter, luminescence. hit rate 0.82% among 190,000. AID 1285;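 active means inhibition above a set limit, derived from the sample mean plus 3 SD, cut at about 45% in these data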; further: values of inactives mirror those of a sister screen read the other way
STAT1 inh: STAT1 signaling inhibition; NIH 3T3 STAT1-luciferase reporter, IFN-gamma, luminescence; inhibition, % at 5.5 µM; hit rate 0.35% among 200,000; AID 920;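 active means inhibition above a set limit, the mean inhibition across all tested compounds plus 3 SD, cut at about 34% in these data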;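 further: 0% = IFN-gamma with DMSO and 100% = IFN-gamma with 300 µM nifuroxazide; values of inactives mirror those of a sister screen read the other way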
APP 5'UTR act: activates APP 5'UTR luciferase reporter | activation, % at 2 µM | hit rate 1% among 190,000 | SH-SY5Y APP 5'UTR luciferase reporter, luminescence; zero percent = DMSO vehicle wells;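 active means activation above a set limit, based on mean plus 3 SD of controls, cut at about 140% in these data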; further: values of inactives mirror those of a sister screen read the other way
ROMK mod: modulates human ROMK potassium channel activity; P48048; Tet-inducible ROMK, thallium flux fluorescence; actives lie on both sides; B-score at 10 µM; hit rate 2% among 130,000; AID 1918;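 active means signal ratio slope over the read window, or its plate-corrected B-score, at least 3 SD from the plate mean, either direction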;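 further: B-score of the F/F0 ratio slope over 7 to 12 s after thallium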
Target sequence (P48048 whole entry, looked up): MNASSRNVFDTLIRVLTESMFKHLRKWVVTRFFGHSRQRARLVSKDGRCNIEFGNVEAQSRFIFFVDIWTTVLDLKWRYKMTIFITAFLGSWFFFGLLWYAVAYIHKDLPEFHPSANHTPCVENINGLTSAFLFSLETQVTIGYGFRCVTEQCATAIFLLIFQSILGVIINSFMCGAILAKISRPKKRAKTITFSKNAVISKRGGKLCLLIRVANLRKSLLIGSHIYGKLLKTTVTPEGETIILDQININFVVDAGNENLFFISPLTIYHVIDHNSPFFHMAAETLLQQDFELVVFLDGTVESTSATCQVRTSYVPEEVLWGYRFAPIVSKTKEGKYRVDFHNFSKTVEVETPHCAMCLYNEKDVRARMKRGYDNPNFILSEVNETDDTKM
NF-kB neuron act: NF-kB expression increase, human neuronal cells | AID 1239 | hit rate 1.6% among 190,000 | fold change at 12.5 µM | NF-kB reporter expression; hits give high values; in the data active means fold change above about 3.3
STAT3 blocker: reduces IL-6 driven STAT3 reporter signal; U3A cells, IL-6 STAT3-luciferase reporter, luminescence; host cell line lacks STAT1; inhibition, % at 5.5 µM; hit rate 0.89% among 190,000; AID 862;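 active means inhibition above the mean inhibition across all screened compounds plus 3 SD, cut at about 44% in these data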;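 further: 0% = DMSO only wells and 100% = 100 µM nifuroxazide control wells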
STAT3 activator: increases IL-6 driven STAT3 reporter signal. U3A cells, IL-6 STAT3-luciferase reporter, luminescence; 100% = signal with IL-6 EC80 alone. activation (% of control), % at 5.6 µM. hit rate 0.91% among 190,000. AID 871;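 active means activation above the screen-wide mean of compound activation plus 3 SD, cut at about 130% in these data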;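 further: 0% = background luminescence of wells with medium and substrate only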
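Test system: human U3A cells carrying STAT3-luciferase construct; control set: IL-6-only wells as 100% reference; timing: compound pre-incubation 1 h before IL-6, then 6 h stimulation at 37 °C; also added: IL-6 stimulus at 33 ng/mL final; evaluation: % activation versus median of IL-6-stimulated wells; detection: reporter luminescence signal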
FLuc stim CS: firefly luciferase counter-screen for stimulation assays; ATPlite luciferase biochemical, luminescence, 10 min; 0 = ATP-free wells, 1 = DMSO control; 200,000 tested, under 10 active; AID 1027; activation factor at 10 µM; P08659;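 active means luciferase activation factor, scaled between plate controls, of at least 2 with compound at 10 µM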
Target sequence (P08659 whole entry, looked up): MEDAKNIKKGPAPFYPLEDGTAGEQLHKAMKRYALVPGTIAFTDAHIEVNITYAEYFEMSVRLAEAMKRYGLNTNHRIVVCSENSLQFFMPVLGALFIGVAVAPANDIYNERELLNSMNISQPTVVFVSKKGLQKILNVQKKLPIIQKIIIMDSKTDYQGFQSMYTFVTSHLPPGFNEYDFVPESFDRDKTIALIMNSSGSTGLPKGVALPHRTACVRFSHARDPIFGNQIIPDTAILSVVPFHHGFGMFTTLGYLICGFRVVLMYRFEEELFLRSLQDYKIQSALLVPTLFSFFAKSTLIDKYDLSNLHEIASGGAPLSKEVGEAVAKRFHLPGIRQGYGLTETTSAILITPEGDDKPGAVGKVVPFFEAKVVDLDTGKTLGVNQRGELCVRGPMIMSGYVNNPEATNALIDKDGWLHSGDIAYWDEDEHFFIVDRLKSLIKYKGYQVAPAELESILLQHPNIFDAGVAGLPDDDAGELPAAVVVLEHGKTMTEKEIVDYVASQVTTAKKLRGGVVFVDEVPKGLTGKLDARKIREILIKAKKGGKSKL
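Assay system: Luciferase/luciferin reagent mix; Medium: PBS as buffer for the ATP substrate; Dosing: test compounds dosed from 2 mM stocks in 100% DMSO; Times: 10 min, room temperature; Signal: luminescence from luciferase reaction; Read-out: luciferase activation; Controls: No-ATP low control, compound-free enzyme-plus-ATP high control.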
STAT1 activator: increases IFN-gamma driven STAT1 reporter signal. hit rate 2.6% among 200,000. NIH 3T3 STAT1-luciferase reporter, luminescence; 100% = IFN-gamma alone, no compound. activation (% of control), % at 5.5 µM;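 active means activation above the screen-wide mean activation plus 3 SD, cut at about 130% in these data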;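 further: raw ratio to IFN-gamma control signal so 100% means no change and 0% no light; values of inactives mirror those of a sister screen read the other way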
FLuc inhib CS: Photinus pyralis luciferase inhibition counter-screen; P08659; inhibition, % at 10 µM; hit rate 1.5% among 200,000; ATPLite firefly luciferase biochemical luminescence, 10 min;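 active means inhibition above about 50% when tested at 10 µM, limit read from the data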
* marks the source's active call; other numbers are inactive results; . = no result given. An unsorted share of the library (roughly 7.1% active in at least one column).

SMILES | APP 5UTR inh | STAT1 inh | APP 5'UTR act | ROMK mod | NF-kB neuron act | STAT3 blocker | STAT3 activator | FLuc stim CS | STAT1 activator | FLuc inhib CS
CCOc1cc(CNCCO)cc(Br)c1OCc1ccccc1 | 10.2 | 7.7 | -10.2 | -0.636 | 0.63 | 27.7 | 80.5 | 1 | 92.2 | -2.4
COC(=O)CN(c1cc(OC)ccc1OC)S(=O)(=O)c1ccc(OC)c(OC)c1 | -13.3 | -1.5 | 13.3 | 0.959 | 1.16 | 10.3 | 96.5 | 1 | 100.3 | -2.3
CCOC(=O)c1c(C)nc2sc3c(=O)n(-c4ccc(OC)cc4)nnc3c2c1-c1ccc(OC)cc1 | 7.9 | 49.6* | -7.9 | . | 0.81 | 7.8 | 95.0 | 1 | 55.7 | -1.4
COc1ccc(CCNC(=O)COC(=O)C2CC2)cc1 | 8.9 | -0.9 | -8.9 | -0.00254 | 1.45 | 11.8 | 90.4 | 1.1 | 100.9 | -6.9
Cc1ccc(-n2nc3c(c2NC(=O)c2ccc(OC(C)C)cc2)CS(=O)C3)cc1 (stereo unspecified) | -18.1 | -3.0 | 18.1 | 0.535 | 1.01 | 7.0 | 98.4 | 1.1 | 102.8 | -8.4
CCOc1cc(C2Nc3ccccc3C(=O)N2c2ccccc2)c(Br)cc1OCC(=O)O (stereo unspecified) | -29.1 | -8.8 | 29.1 | -0.0119 | 1.25 | -2.5 | 106.5 | 1.1 | 107.8 | -7.1
O=C(O)COc1ccc(/C=N/n2c(COc3ccccc3)nc3ccccc3c2=O)cc1 | -23.1 | -12.1 | 23.1 | . | 1.13 | 18.1 | 88.1 | 1 | 110.9 | 0.5
Cc1ccc(C(=O)COC(=O)c2ccc3c(c2)C(=O)N(c2cccc4ncccc24)C3=O)cc1C | -3.2 | 6.5 | 3.2 | . | 1.26 | 7.1 | 98.9 | 1 | 94.1 | -3.7
Cc1ccn2c(NCc3ccccc3)c(-c3cccs3)nc2c1 | -12.6 | -24.3 | 12.6 | -0.446 | 1.36 | 5.4 | 98.8 | 0.8 | 122.2 | 15.5
c1ccc(OCc2nc3ccccc3[nH]2)cc1 | -100.6 | -31.5 | 100.6 | 0.588 | 2.43 | 11.1 | 93.8 | 0.7 | 129.1* | 34.3
CCOc1ccccc1-c1cc(C(=O)N/N=C/c2ccc3c(c2)OCO3)c2ccccc2n1 | 1.1 | 1.2 | -1.1 | 0.547 | 2.7 | -15.1 | 118.6 | 1 | 98.9 | -3.6
CCOc1ccc(NC(=O)/C(=C\c2ccc(OC(C)=O)c(OC)c2)NC(C)=O)cc1 | -36.0 | -3.7 | 36.0 | 0.881 | 0.89 | -4.3 | 101.7 | 1 | 103.3 | -1.2
CN1CCN(C(=O)CN(Cc2ccccc2)S(C)(=O)=O)CC1 | -5.3 | 4.0 | 5.3 | -0.738 | 1.18 | -8.4 | 104.3 | 1 | 96.3 | -3.2
CC1CCC(C(C)C)C(OC(=O)COC(=O)c2ccc(N)cc2)C1 (stereo unspecified) | 8.0 | 4.7 | -8.0 | . | 0.94 | 1.5 | 94.6 | 1 | 95.7 | -4.2
C=CCNCC(=O)N1N=C(c2ccc3ccccc3c2)CC1c1ccc(OC)cc1 (stereo unspecified) | 6.8 | 1.7 | -6.8 | -2.09 | 0.97 | 12.1 | 95.9 | 1.1 | 98.1 | -6.5
Cc1c(Cl)cccc1NC(=O)NCc1ccncc1 | -3.9 | -8.6 | 3.9 | -0.517 | 1.27 | 0.9 | 102.4 | 1 | 106.0 | -2.7
Cc1occc(=O)c1OCc1c(F)cccc1Cl | 4.3 | 2.7 | -4.3 | 0.573 | 1.44 | 32.0 | 77.6 | 1 | 96.2 | -3.3
Cc1c(NC(=S)NC(=O)c2ccco2)cccc1-c1nc2ncccc2o1 | -13.2 | 0.7 | 13.2 | -0.88 | 1.29 | 12.7 | 95.7 | 1 | 98.1 | 0.8
COc1cccc(C(=O)Nc2c3c(nc4c2CCC4)CCCC3)c1 | -20.4 | 5.2 | 20.4 | 0.331 | 0.98 | 16.3 | 92.5 | 1 | 95.2 | -4.3
O=C(C1=C[C@H](c2csc3ccccc23)C[C@H](OCc2ccc(CO)cc2)O1)N1CCN(Cc2ccccc2)CC1 | 3.4 | -6.9 | -3.4 | . | 0.67 | . | . | 1.1 | 107.9 | -12.6
CNC(=S)N(CCc1c(C)[nH]c2ccc(Cl)cc12)Cc1cc(OC)c(OC)c(OC)c1 | -21.6 | -7.6 | 21.6 | 0.565 | 0.5 | 6.0 | 94.8 | 1 | 106.9 | -2.6
COc1ccc(OC)c(NC(=O)c2cc(S(=O)(=O)NCc3ccco3)ccc2F)c1 | 1.3 | 5.9 | -1.3 | . | 0.92 | 2.9 | 100.4 | 1 | 94.5 | -1.9
COc1ccc(-c2nnc(NC(=O)C(C)C)o2)cc1 | -4.3 | -5.4 | 4.2 | . | 1.13 | 8.1 | 97.3 | 1 | 104.9 | -4.3
O=C(N/N=C/c1c[nH]c2ccccc12)c1cc(-c2ccc(-c3ccccc3)cc2)n[nH]1 | -70.5 | 2.0 | 70.5 | -0.193 | 0.95 | 30.3 | 78.2 | 0.5 | 98.2 | 50.1*
O=C(Cc1ccc([N+](=O)[O-])cc1)NCC1CCCO1 (stereo unspecified) | -7.7 | 5.8 | 7.7 | -0.302 | 1.27 | 5.2 | 99.2 | 1 | 93.4 | -2.4
COc1cccc(OC)c1C(=O)Nc1cccc(-c2nc3ccccc3[nH]2)c1 | -17.3 | -13.6 | 17.2 | -0.13 | 0.96 | -1.9 | 103.7 | 0.7 | 110.9 | 25.7
CC1=NN(C(=O)c2ccccc2-n2cccc2)C(O)(C(F)(F)F)C1 (stereo unspecified) | 10.7 | 10.2 | -10.7 | . | 1.24 | 14.6 | 90.0 | 1 | 91.0 | -2.9
CCOc1ccc(-c2[nH]nc3c2C(c2ccc4c(c2)OCO4)C(C#N)=C(N)O3)cc1OC (stereo unspecified) | -7.6 | 3.8 | 7.6 | . | 0.84 | 6.0 | 100.3 | 1.1 | 97.0 | -10.5
Cc1cccc(NC(=O)CN2C(=O)N/C(=C/c3ccc(C)o3)C2=O)c1 | 18.1 | 1.5 | -18.1 | . | 1.16 | 3.4 | 99.1 | 1 | 98.7 | -1.8
O=C(Nc1nnc(CCS(=O)(=O)c2ccc3ccccc3c2)s1)c1cccs1 | -4.8 | 6.6 | 4.8 | . | 1.05 | -0.6 | 97.0 | 1 | 94.0 | -4.6
CCCNC(=O)[C@H](Cc1c[nH]c2ccccc12)NC(=O)c1ccccc1Cl | -10.1 | -12.8 | 10.1 | -0.196 | 1.29 | -2.8 | 103.4 | 1.1 | 111.4 | -6.9
Cc1ccccc1-n1ncc2c(SCC(=O)N3c4ccccc4CC3C)ncnc21 (stereo unspecified) | 10.1 | 3.5 | -10.1 | . | 0.57 | 24.1 | 84.8 | 1.1 | 96.8 | -5.6
Cc1cnc(C(=O)OCC(=O)NCCCc2ccccc2)cn1 | 6.1 | 5.3 | -6.1 | 0.459 | 0.99 | 6.2 | 98.7 | 1.1 | 94.9 | -5.6
CCc1c(C)nc2ncnn2c1N1CCC(C(=O)NCc2cccc(OC)c2)CC1 | -11.2 | 8.9 | 11.2 | . | 0.71 | 27.8 | 80.4 | 1 | 91.8 | -3.5
CCC(C(=O)Nc1cc(C)on1)c1ccccc1 (stereo unspecified) | -3.4 | -1.7 | 3.4 | 0.315 | 1.48 | 7.1 | 95.0 | 1 | 104.2 | 0.8
O=C(Cc1ccc(S(=O)(=O)N2CCCCC2)s1)Nc1ccc(F)cc1F | -6.9 | 3.9 | 6.9 | -1.61 | 0.92 | -17.4 | 115.6 | 1 | 95.9 | -3.2
COc1ccc(S(=O)(=O)Nc2ccc3c(c2)OCO3)cc1Cl | -12.7 | 3.9 | 12.7 | -1.41 | 0.89 | 13.5 | 91.0 | 1 | 96.4 | -1.6
CCOC(=O)CN(C(=O)CSc1nnc(-c2ccc(OC)c(OC)c2)o1)c1ccc(F)cc1 | -0.1 | 4.1 | 0.1 | . | 0.63 | 10.6 | 95.5 | 1 | 96.3 | -4.3
Cc1ccc(S(=O)(=O)CCC(=O)O)cc1C | -15.2 | 7.5 | 15.2 | 0.6 | 1.09 | 8.6 | 95.4 | 1.1 | 93.1 | -7.2
O=C(CN1CCC(n2nnc3cc(C(F)(F)F)ccc32)CC1)Nc1ccc2c(c1)CCC2 | 16.9 | 3.7 | -16.9 | 0.295 | 0.83 | -4.5 | 102.3 | 1.1 | 96.6 | -5.1
CC(=O)N(Cc1ccc(Br)cc1)c1cccc(C)c1C | -24.0 | -3.3 | 24.0 | -1.09 | 1.25 | 2.4 | 101.9 | 1.1 | 101.7 | -5.0
O=C(Cc1ccc2cccnc2c1)c1ccc(O)cc1O | -12.5 | -11.5 | 12.5 | . | 1.88 | 7.8 | 96.8 | 0.9 | 110.5 | 7.3
Cc1ccccc1NC(=O)CCN1C(=O)CSC1=O | 9.2 | -1.4 | -9.2 | 0.206 | 1.23 | 11.9 | 93.1 | 1.1 | 97.9 | -11.3
Cc1nnc(SCc2cn3ccsc3n2)n(N)c1=O | 9.2 | -7.8 | -9.2 | . | 1.11 | 1.1 | 102.5 | 1.2 | 107.2 | -19.5
CCOC(=O)c1sc(NC(=O)c2cccs2)cc1C | -168.1 | -41.5 | 168.1* | . | 4.05* | 41.7 | 69.6 | 0.3 | 137.8* | 71.1*

Pulled by structure from the entries so far, two records:
SMILES | APP 5UTR inh | STAT1 inh | APP 5'UTR act | ROMK mod | NF-kB neuron act | STAT3 blocker | STAT3 activator | FLuc stim CS | STAT1 activator | FLuc inhib CS
Cc1cnc(C(=O)OCC(=O)NCCCc2ccccc2)cn1 | 6.1 | 5.3 | -6.1 | 0.459 | 0.99 | 6.2 | 98.7 | 1.1 | 94.9 | -5.6
O=C(Cc1ccc(S(=O)(=O)N2CCCCC2)s1)Nc1ccc(F)cc1F | -6.9 | 3.9 | 6.9 | -1.61 | 0.92 | -17.4 | 115.6 | 1 | 95.9 | -3.2

The list continues:
SMILES | APP 5UTR inh | STAT1 inh | APP 5'UTR act | ROMK mod | NF-kB neuron act | STAT3 blocker | STAT3 activator | FLuc stim CS | STAT1 activator | FLuc inhib CS
Cc1ccc(C(=O)N/C(=C\c2ccc(-c3cccc([N+](=O)[O-])c3)o2)C(=O)NC(C)(C)C)cc1 | 3.6 | -1.5 | -3.6 | . | 0.66 | -15.1 | 116.2 | 1 | 101.3 | -3.8
Cc1ncoc1C(=O)N1CCCC(C(=O)c2ccc(-c3ccccc3)cc2)C1 (stereo unspecified) | -0.1 | 0.0 | 0.1 | -0.96 | 0.82 | 2.7 | 101.5 | 1 | 98.5 | -2.2
Cc1ccc(Oc2ccc(C(=O)NC3CCSC3=O)cn2)cc1 (stereo unspecified) | -8.5 | 0.1 | 8.5 | . | 1.41 | -0.2 | 100.5 | 1 | 99.9 | -4.0
CN1CCN(C(=O)c2ccc(-c3nn(C)c(=O)c4ccccc34)cc2)CC1 | 0.0 | 2.9 | 0.0 | . | . | 7.0 | 97.6 | . | 97.3 | .
Clc1cc(Cl)c2nc(N3CCOCC3)sc2c1 | 5.1 | -18.5 | -5.1 | . | 2.31 | 0.5 | 101.9 | 0.9 | 117.0 | 6.7
CCOc1ccc(C(=O)N(CN2CCCC2=O)c2ccc(C)cc2)cc1 | 0.3 | 18.3 | -0.3 | . | 0.96 | 11.1 | 92.4 | 1 | 83.0 | -4.7
